Compound activity as filed in PubChem BioAssay.
TexasRed fluor: counter-screen for TRb-SRC2 inhibitors: fluorescence interference; 280,000 compounds, 0.29% hits; TRb/SRC2 Texas Red total fluorescence interference; Potency, µM (highest dose often 106 µM), without a hit: at the top dose fluorescence change, negative = quenching; active = well fitted curve in either direction with a large enough effect; inconclusive = small, poorly fitted or top-dose-only effect; note: potency is the fitted concentration of half-maximal effect; % is set by controls: 0 for no effect and ±100 for the full control effect
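Human TRb ligand-binding domain at 0.6 uM with 20 nM Texas Red SRC2 peptide in Tris buffer containing 1 uM T3 and 5% DMSO, incubated with compound 5 h at ambient temperature. Total fluorescence (555/632 nm) calculated as parallel + 2 × perpendicular.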
Tau fluor counter: counter-screen for tau fibril formation inhibitors | tau K18 P301L Alexa594 fluorescence, heparin fibrillization | Potency, µM (doses to about 57.7 µM), for the others: at the top dose activity change, negative = decrease | 280,000 compounds, 0.93% hits; note: potency is the fitted concentration of half-maximal effect; % is set by controls: 0 for no effect and ±100 for the full control effect; nearly all actives have a fitted effect of over 55% in size
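Human tau K18 P301L (15 uM unlabeled, 0.24 uM Alexa 594-labeled) in 100 mM sodium acetate pH 7 with 20 uM heparin, 6 hr at 37 C. ThT 30 uM added, 1 hr ambient; Alexa 594 FP and total fluorescence read at 555/632 nm.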
aGal spleen mod: alpha-galactosidase A (human) modulation | AID 2107 | 240,000 compounds, 0.008% hits | P06280 | Potency, µM (doses to about 80 µM), for inactives: at the top dose activity change, negative = inhibition, actives largely listed as inhibitors | human spleen homogenate, 4MU-alpha-Gal fluorescence, 40 min;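 note: potency is the fitted concentration of half-maximal effect; 0% = enzyme with vehicle and -100% = no enzyme basal signal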
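Fluorogenic readout (Ex 365/Em 440 nm) of 4-methylumbelliferone released from 1 mM 4-MU-alpha-galactoside by spleen homogenate, 40 min at 37C, pH 5.0. Data normalized to no-enzyme and enzyme controls; Hill-equation AC50 from compound titrations.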
Epigenetic reg: derepresses silenced GFP reporter in murine cells. murine LDR cells, GFP reporter derepression, 30 h. Potency, µM (top dose mostly 53.9 µM), for inactives: top-dose GFP activation, most hits filed as activators. 280,000 compounds, 0.2% hits. AID 1865; note: potency is the fitted concentration of half-maximal effect; % of control where 0% means no effect; nearly all actives have a fitted effect of over 60% in size
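Derepression of a silenced CMV-GFP reporter in murine LDR cells is scored by enumerating GFP-positive cells with a laser-scanning microplate cytometer after 30 hours of treatment at 37 C.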
CBFb RUNX1 block: blocks binding between human CBF-beta and RUNX1 | AID 1477 | AlphaScreen CBFb-His/RUNX1-biotin binding, biochemical | 230,000 tested, under 10 active | Potency, µM (series often up to 59.8 µM), for the others: top-dose activity, negative = inhibition, hits mostly inhibitors; note: % of control where 0% means no effect
Target sequence (Q01196 whole entry, looked up): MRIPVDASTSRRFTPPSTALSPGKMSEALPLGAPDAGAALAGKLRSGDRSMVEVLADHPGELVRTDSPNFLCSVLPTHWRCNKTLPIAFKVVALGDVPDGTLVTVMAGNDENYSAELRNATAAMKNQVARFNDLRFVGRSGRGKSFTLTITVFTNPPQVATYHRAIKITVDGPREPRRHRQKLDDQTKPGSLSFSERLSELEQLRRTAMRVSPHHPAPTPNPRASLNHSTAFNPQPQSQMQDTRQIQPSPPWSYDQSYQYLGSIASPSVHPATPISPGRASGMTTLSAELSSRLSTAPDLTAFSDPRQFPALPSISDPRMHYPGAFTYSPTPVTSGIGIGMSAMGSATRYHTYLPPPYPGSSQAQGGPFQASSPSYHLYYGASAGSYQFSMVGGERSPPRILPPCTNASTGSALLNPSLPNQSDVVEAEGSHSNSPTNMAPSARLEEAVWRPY
Target sequence (Q13951 whole entry, looked up): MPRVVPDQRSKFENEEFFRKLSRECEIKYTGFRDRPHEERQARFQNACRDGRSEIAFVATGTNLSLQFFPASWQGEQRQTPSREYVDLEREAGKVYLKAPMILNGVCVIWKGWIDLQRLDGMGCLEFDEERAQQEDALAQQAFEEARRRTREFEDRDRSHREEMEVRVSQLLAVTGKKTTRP
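His-tagged CBF-beta and biotinylated RUNX1 (30 nM each) were premixed 20 min at room temperature, exposed to compound for 15 min, then given nickel-chelate and streptavidin AlphaScreen beads (50 ng each). After 90 min, AlphaScreen signal was read.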
Tau fibril FP: tau fibrillization inhibition (FP). 280,000 compounds, 0.39% hits. P10636. Potency, µM (series often up to 57.7 µM), inactives show at the top dose activity, negative = inhibition, usual class: inhibitors. AID 1468. K18 P301L tau heparin fibrillization, Alexa594 FP, 6 h; note: potency is the fitted concentration of half-maximal effect; % is set by controls: 0 for no effect and ±100 for the full control effect; nearly all actives have a fitted effect of over 55% in size
Target sequence (P10636 561-689 P618L limits assumed): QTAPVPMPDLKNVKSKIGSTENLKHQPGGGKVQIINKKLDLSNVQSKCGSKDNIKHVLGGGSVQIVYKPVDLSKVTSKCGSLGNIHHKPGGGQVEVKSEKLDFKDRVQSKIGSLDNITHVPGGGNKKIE
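Recombinant K18 P301L […], labeled with Alexa 594 at 0.24 uM over 15 uM unlabeled; heparin inducer 20 uM final; 37 C, 6 hr; FP endpoint.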
TRb-SRC2 inh: inhibitors of human thyroid hormone receptor beta-SRC2 interaction; P10828; TRbeta-SRC2 peptide binding, fluorescence polarization; receptor liganded with 1 µM T3; Potency, µM (series often up to 106 µM), for inactives: at the highest dose activity change, negative = inhibition, actives largely listed as inhibitors; 280,000 compounds, 0.065% hits; AID 1469;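 note: potency is the fitted concentration of half-maximal effect; plate controls were bound peptide for no effect and peptide without receptor for full effect; nearly all actives have a fitted effect of over 50% in size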
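Fluorescence polarization of 20 nM Texas Red SRC2 peptide with 0.6 uM human TRb ligand-binding domain, in Tris buffer with 1uM T3 and 5% DMSO. Incubated 5 hr ambient; normalized to unbound and bound controls.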
NPSR antagonist: blocks cAMP signaling of the human neuropeptide S receptor; Q6W5P4; CHO-NPSR cells, cAMP TR-FRET, antagonist mode; Potency, µM (titrated, usually from 38.3 µM), inactives show top-dose activity change, negative = inhibition, most hits filed as inhibitors; 220,000 compounds, 1% hits; AID 1461; note: potency is the fitted concentration of half-maximal effect; % is set by controls: 0 for no effect and ±100 for the full control effect; nearly all actives have a fitted effect of over 50% in size; many of its hits are not listed in these tables
Active calls of the source: *; u = inconclusive; x = not tested or not shown; & = joins results of further samples; [ ] = another dose, or the depositor's remark. Unless noted, calls come from the whole dose curve; as a rule, active = well fitted curve in the direction sought with a large enough effect; inconclusive = small, poorly fitted or top-dose-only effect, or another doubt; inactive = no such curve, though single readings can be large; an effect the other way counts as inactive or inconclusive. Only part of the results is shown. The share of hits here may be higher or lower than overall.

SMILES	TexasRed fluor	Tau fluor counter	aGal spleen mod	Epigenetic reg	CBFb RUNX1 block	Tau fibril FP	TRb-SRC2 inh	NPSR antagonist
CC1CCCCC1NC(=O)NC(=O)CCl (stereo not given)	-1%	-4%	-2%	0.2%	-5%	0%	7%	-19%
O=C(NCc1ccccn1)c1ccc(NC(=O)c2ccco2)cc1	-4%	6%	-1%	-1.1%	4%	-4%	-2%	-11%[46.1 µM]
CCOC(=O)C1CCCN(S(=O)(=O)c2cc(OCC(=O)NC3CCCCC3)c(C)cc2Cl)C1 (stereo not given)	0%	-13%	-13%	-1.9%	6%	1%	-3%	-30%[46.1 µM]
CC1CCN(CC(=O)N2CCCc3c2c(=O)oc2ccc(OCc4ccccc4)cc32)CC1	-1%&2%	-11%&-12%	-5%	0.6%&0.7%	-3%	-4%&-7%	4%&-4%	u
CC(/C=C/c1ccccc1)=N\NC(=O)CNC(=O)c1ccccc1Cl	-1%	-2%	5%	1.3%	-3%	-4%	1%	2%
CC1S/C(=N/N=C/c2ccco2)N(Cc2ccccc2)C1=O (stereo not given)	-6%	-10%	5%	2.2%	15%	-9%	-4%	10%
COc1ccc(OC(=O)CN2C(=O)C3C4CCC(C4)C3C2=O)cc1 (stereo not given)	-1%	-5%	-2%	-0.9%	2%	-1%	0%	24%
CCOc1ccccc1NC(=O)COn1nnc2ccccc21	-7%	-16%	-11%	0.0%	0%	4%	-3%	-6%[46.1 µM]
Cc1cccn2c(=O)c(/C=N/O)c(N3CCCCC3)nc12	-2%	6%	3%	-1.2%	-2%	0%	-2%	-6%[46.1 µM]
CCOC(=O)C1=C(C)N[C@@]2(O)c3ccccc3C(=O)[C@@]12O	2%	-11%	5%	-0.9%	15%	u	2%	2%[46.1 µM]
CCOC(=O)Cc1nc2ccccc2o1	-1%	-8%	2%	1.2%	1%	3%	15%	10%
CCOC(=O)CNC(=O)c1sc(NC(=O)/C=C/c2ccccc2)nc1C	-2%	-1%	0%	0.0%	14%	8%	0%	u
CCCCCCC(=O)Nc1nc(C)c(-c2csc(Nc3cc(Cl)ccc3OC)n2)s1	0%	u	5%	-1.1%	-3%	15%	-11%	-13%[46.1 µM]
CSc1nnc2n(C)c3c(c(=O)n12)C1(CCCC1)Cc1ccccc1-3	-2%	-7%	-8%	-0.9%	2%	-13%	-17%	-10%[46.1 µM]
CN(Cc1ccccc1)C(=S)Nc1ccc(OC(F)F)cc1	-1%	2%	4%	10%	-11%	0%	-2%	0%
COc1ccc(OC)c(NC(=O)CCn2cccc2)c1	2%	-10%	-4%	1.1%	-10%	0%	4%	-4%[46.1 µM]
O=C(CN1CCCCC1)Nc1cc(Cl)ccc1Cl	-2%	-5%	3%	-2.2%	9%	1%	1%	2%[46.1 µM]
CN(C(=O)c1ccccc1C(=O)c1ccccc1)C1CCS(=O)(=O)C1 (stereo not given)	-6%	-6%	-4%	-7.1%	6%	-2%	1%	-10%[46.1 µM]
Cc1cccc2cc(CN(Cc3ccco3)C(=O)N3CCCC3)c(=O)[nH]c12	1%	5%	-1%	-1.0%	2%	1%	-4%	-20%[46.1 µM]
C[C@H]1Cc2c(-c3ccccc3)nc3c(c2CO1)CN(C(=O)NCCc1c[nH]c2ccccc12)CC3	1%[11.2 µM]	-3%[11.6 µM]	0%[17.5 µM]	x	-3%[13.1 µM]	3%[11.6 µM]	10%[11.2 µM]	x
O=C(Nc1ccc(C(=O)NC2CCCCC2)cc1)c1cccnc1	0%	14%	3%	1.1%	2%	-4%	6%	6%
COC(=O)c1c(C)cc(OC(=O)c2c(C)cc(O)c(C=O)c2O)c(C)c1O	0%	-12%	2%	-1.3%	21%	-1%	-3%	x
CC1(C)Cc2nc(-c3ccccc3)nc(SCC(O)CO)c2CO1 (stereo not given)	-2%	-7%	3%	0.0%	8%	-1%	6%	4%
CCC1CN(C(=O)N2CCC(C(=O)NCCc3ccccc3C)CC2)c2ccccc2O1 (stereo not given)	u	-12%	x	2.8%	x	16%	-10%	x
CCCOc1ccc(NC(=O)C2CC(=O)N(C(C)C)C2)cc1 (stereo not given)	-2%	7%	17%	-5.7%	3%	5%	-2%	-5%[46.1 µM]
CCOc1ccccc1NC(=O)C1C2C=CC(C2)C1C(=O)O (stereo not given)	-3%	-5%	-23%	-1.0%	-1%	2%	3%	10%[46.1 µM]
CCCn1c(SCC(=O)Nc2nc3ccccc3s2)nc2c1c(=O)n(C)c(=O)n2C	-4%	-17%	-5%	0.0%	4%	-13%	-7%	-19%[46.1 µM]
Cc1cccc(C(=O)OCC(=O)NCCCc2ccccc2)c1	-1%	-10%	9%	2.6%	-16%	2%	1%	-2%
O=c1cnnc(N/N=C/C2CC=CCC2)[nH]1 (stereo not given)	1%	-11%	5%	3.5%	u	-16%	-1%	6%
CNC(=O)N1c2ccccc2NC(=O)CC1C (stereo not given)	4%	2%	-5%	2.9%	9%	7%	7%	-4%
OCCC1CN(C2CCSCC2)CCN1C1CCCC1 (stereo not given)	-3%	-6%	5%	1.1%	6%	3%	1%	-5%
O=C(NC1CCCCC1)N1CCN(Cc2ccco2)CC1	-3%	3%	3%	3.5%	12%	-2%	0%	-6%
O=C(CCSc1nnc(-c2ccncc2)o1)Nc1cccc(Cl)c1	0%[53 µM]	-10%	5%	8.1%	2%	1%	6%[53 µM]	-17%
COC(=O)c1[nH]c2ccccc2c1NC(=O)CN1CCN(C(=O)c2ccco2)CC1	0%	-7%	-3%	-0.7%	2%	-1%	6%	3%[46.1 µM]
CC(=O)OCC1(C)CN(c2ccccc2)N(C(=O)c2ccc(C(C)(C)C)cc2)C1=O (stereo not given)	-1%	-10%	1%	0.3%	3%	u	5%	-26%
CCOC(=O)c1c([N+](=O)[O-])c(C)[nH]c(=O)c1C#N	-3%	-10%	5%	-3.2%	2%	-3%	-1%	-10%
CS(=O)(=O)N1CCN(c2ccccc2NC(=O)Cc2ccccc2)CC1	-3%	-4%	-4%	0.0%	-1%	1%	3%	1%[46.1 µM]
COc1cc(NC(=O)CC2C(=O)N(c3cccc(C)c3)C(=O)N2Cc2cccs2)cc(OC)c1 (stereo not given)	-3%	u	x	0.1%	x	u	3%	x
N#C/C(=C\c1ccc(OCc2ccccc2)cc1)C(=O)Nc1nc2c(s1)CCN(Cc1ccccc1)C2	2%	-12%	-6%	1.8%	-6%	u	-1%	-5%[46.1 µM]
CCOc1ccc(-n2c(SCC(=O)N3CCCC3)nc3c([nH]c4ccccc43)c2=O)cc1	-4%	-16%	x	0.0%	x	0%	0%	x
O=C(NCc1ccccc1Cl)C1CCCN(C(=O)c2cnn(-c3ccccc3)c2-n2cccc2)C1 (stereo not given)	-1%	-4%	x	4.8%	x	1%	-4%	x
COc1ccc(/C=N/N2CCN(C3c4ccccc4-c4ccccc43)CC2)cc1OC	8%	6%	2%	0.0%	-4%	3%	3%	-19%
O=C(CSC1=Nc2ccccc2C2=NC(c3ccccc3)C(=O)N12)NC1CCCCC1 (stereo not given)	-2%	-3%	-10%	1.0%	-2%	9%	-5%	-11%[46.1 µM]
CCC(=O)NCC(c1ccc2c(c1)OCO2)N1CCN(c2ccccc2)CC1 (stereo not given)	-2%	-4%	x	6.6%	x	-7%	2%	x
COc1ccc(C(=O)NCC(c2ccco2)S(=O)(=O)c2cccs2)cc1 (stereo not given)	-1%	1%	x	0.7%	x	-6%	5%	x

Structures above with an NH in an aromatic ring, in the order listed:
SMILES	TexasRed fluor	Tau fluor counter	aGal spleen mod	Epigenetic reg	CBFb RUNX1 block	Tau fibril FP	TRb-SRC2 inh	NPSR antagonist
Cc1cccc2cc(CN(Cc3ccco3)C(=O)N3CCCC3)c(=O)[nH]c12	1%	5%	-1%	-1.0%	2%	1%	-4%	-20%[46.1 µM]
C[C@H]1Cc2c(-c3ccccc3)nc3c(c2CO1)CN(C(=O)NCCc1c[nH]c2ccccc12)CC3	1%[11.2 µM]	-3%[11.6 µM]	0%[17.5 µM]	x	-3%[13.1 µM]	3%[11.6 µM]	10%[11.2 µM]	x
O=c1cnnc(N/N=C/C2CC=CCC2)[nH]1 (stereo not given)	1%	-11%	5%	3.5%	u	-16%	-1%	6%
COC(=O)c1[nH]c2ccccc2c1NC(=O)CN1CCN(C(=O)c2ccco2)CC1	0%	-7%	-3%	-0.7%	2%	-1%	6%	3%[46.1 µM]
CCOC(=O)c1c([N+](=O)[O-])c(C)[nH]c(=O)c1C#N	-3%	-10%	5%	-3.2%	2%	-3%	-1%	-10%
CCOc1ccc(-n2c(SCC(=O)N3CCCC3)nc3c([nH]c4ccccc43)c2=O)cc1	-4%	-16%	x	0.0%	x	0%	0%	x
